Compound activity from PubChem.
hiPSC survival – hiPSC single-cell survival enhancement; survival enhancement, % at 20 µM; 360,000 tested, 0.044% active; AID 602274; ATPlite luminescence; 100% = ROCK inhibitor wells, 0% = DMSO; in the data active = survival enhancement above about 18%;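 also: cells exposed to compounds for 16 hours before the ATP read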
HIF-2a block – inhibitors of HIF-2a; 786-0 RCC cells HIF-2a reporter, luciferase luminescence, overnight; inhibition, % at 18.8 µM; 360,000 tested, 0.72% active; AID 624352;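 active = inhibition of the luminescence signal of 40% or more relative to plate controls, in a single-dose primary screen at 18.75 µM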
aDG glyco up – increases alpha dystroglycan glycosylation | Pro5-aDG cells, alpha-DG glycosylation AlphaScreen (IIH6); 0% Pro5, 100% B10-LARGE cell signal | activation, % at 10 µM | 360,000 tested, 0.22% active;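 active = activation of at least 8% versus controls, or a plate z-score of at least 8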;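 also: Pro5 are CHO cells carrying HIG-tagged alpha-DG that lacks glycosylation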
Exocytosis inh – blocks lytic granule exocytosis; TALL-104 LAMP-1 surface exposure, flow cytometry; cells stimulated with thapsigargin and PMA; inhibition, % at 10 µM; 360,000 tested, 0.66% active; AID 651702;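 active = inhibition above about 55%, limit read from the data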
TRPM1 prom inh – inhibitors of MITF-driven TRPM1 promoter in melanoma cells; SK-MEL-5 TRPM1 promoter luciferase, 24 h; inhibition, % at 12.5 µM; 330,000 tested, 0.83% active;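 active = mean inhibition across replicates of 60% or more, whatever share of single replicates reaches that level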; also: values of inactives mirror those of a sister screen read the other way
PDI inh – PDI (human) enzyme inhibition; PDI insulin aggregation turbidity, A650, 90 min; inhibition, % at 10 µM; 350,000 tested, 0.052% active;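 active = mean inhibition across replicates of 30% or more, whatever share of single replicates reach that level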;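 also: absorbance from insulin aggregation driven by PDI reduction with DTT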
Target sequence (P07237 whole entry, looked up): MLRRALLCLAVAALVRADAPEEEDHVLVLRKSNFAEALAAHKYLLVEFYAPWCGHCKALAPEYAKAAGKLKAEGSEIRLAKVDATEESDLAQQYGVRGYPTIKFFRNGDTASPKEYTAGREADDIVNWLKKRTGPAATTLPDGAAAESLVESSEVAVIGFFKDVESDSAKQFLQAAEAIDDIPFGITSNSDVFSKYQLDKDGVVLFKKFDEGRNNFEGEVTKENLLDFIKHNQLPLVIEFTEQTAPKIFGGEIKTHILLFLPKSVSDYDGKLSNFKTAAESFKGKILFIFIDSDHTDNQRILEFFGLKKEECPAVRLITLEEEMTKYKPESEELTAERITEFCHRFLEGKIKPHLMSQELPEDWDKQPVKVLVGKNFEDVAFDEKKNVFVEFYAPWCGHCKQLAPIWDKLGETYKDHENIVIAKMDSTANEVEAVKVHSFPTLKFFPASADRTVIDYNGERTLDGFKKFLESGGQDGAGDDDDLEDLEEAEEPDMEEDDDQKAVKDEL
CaV13 FRET inh – Primary screen for inhibitors of IQ motif and Ca2+-dependent inactivation inhibitor domain binding in CACNA1D, Förster resonance energy transfer in living cells, …. HEK cells, CFP/YFP FRET ICDI-IQ, plate reader, 10 min; percent FRET-ratio fall versus neutral wells. inhibition, % at 12.3 µM. 340,000 tested, 0.098% active. AID 743397;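 active = mean replicate inhibition of at least 30% and at least 1% of replicates passing that level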;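 also: 0% = median of the neutral control wells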
NR2E3 ag-1 – agonists of human NR2E3 nuclear receptor | CHO-S Gal4-NCOR/VP16-NR2E3 two-hybrid, luciferase | inhibition of corepressor binding, % at 3.98 µM | 360,000 tested, 0.35% active | AID 602229;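 active = inhibition above the mean of all tested compounds plus 3 SD, cut at about 70% in these data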;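 also: 0% = DMSO with NR2E3 transfected cells and 100% = cells lacking NR2E3 construct; higher means lower luciferase signal from less NR2E3 corepressor binding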
Target sequence (Q9Y5X4 whole entry, looked up, the tested form may be a part): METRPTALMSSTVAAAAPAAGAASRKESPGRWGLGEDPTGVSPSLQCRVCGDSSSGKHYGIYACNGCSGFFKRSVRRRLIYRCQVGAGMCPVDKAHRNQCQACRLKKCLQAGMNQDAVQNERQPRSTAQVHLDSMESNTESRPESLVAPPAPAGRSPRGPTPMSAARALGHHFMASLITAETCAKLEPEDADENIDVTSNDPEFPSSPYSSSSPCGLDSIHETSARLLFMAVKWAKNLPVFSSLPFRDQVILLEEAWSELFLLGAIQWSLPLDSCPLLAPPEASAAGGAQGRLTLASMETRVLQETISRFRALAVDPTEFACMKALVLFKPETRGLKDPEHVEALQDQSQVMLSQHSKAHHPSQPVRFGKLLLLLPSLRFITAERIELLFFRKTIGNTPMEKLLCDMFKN
Vif inh – HIV Vif inhibition. inhibition, % at 7.49 µM. 340,000 tested, 0.35% active. HEK293T cells, Vif self-association by quenched fluorescence, imaging, 24 h; in the data active = inhibition above about 50%, passing the limit was not always enough; also: some results filed as inactive read as strong as hits
NR2E3 ag-2 – agonists of human nuclear receptor NR2E3; GST-NR2E3/biotin-RetCOR TR-FRET, 1536-well; AID 2300; 320,000 tested, 0.12% active; Q9Y5X4; inhibition of corepressor binding, % at 4.78 µM;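 active = percent inhibition above the cutoff of mean plus 3 SD of all tested compounds, set per screening campaign, cut at about 20% in these data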;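 also: 0% = DMSO wells and 100% = biotin wells as full block of FRET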
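Material – GST-tagged NR2E3 plus biotinylated RetCOR corepressor · Quantity – NR2E3 fusion 1.35 nM · Times – 5 h incubation at 4 °C · Medium – pH 7.5 Tris-based buffer · Technique – TR-FRET, Eu(K)-anti-GST donor, streptavidin-D2 acceptor, ex 340, em 617/671 nm · Benchmarks – high control biotin, low control 0.6% DMSO · Format – 1536-well plates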
Peg3 promoter – Peg3 promoter activity inhibition; 360,000 tested, 1.7% active; inhibition, % at 20 µM; HeLa PEG-Prom luciferase reporter, luminescence, overnight;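 active = inhibition of at least 50% at 20 µM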
* hit, by the source's call; x = no result given.

SMILES | hiPSC survival | HIF-2a block | aDG glyco up | Exocytosis inh | TRPM1 prom inh | PDI inh | CaV13 FRET inh | NR2E3 ag-1 | Vif inh | NR2E3 ag-2 | Peg3 promoter
COc1ccc(C2=Nn3c(nnc3C(F)(F)F)SC2)cc1 | -0.4 | 3 | -0.1 | 5 | -3 | 3 | -1 | -21 | -2 | 0 | 27
O=C(NC(NC(=S)Nc1c(Cl)cc(Cl)cc1Cl)C(Cl)(Cl)Cl)OCc1ccccc1 (configuration not stated) | 0.9 | 19 | 2.3 | 9 | 10 | -2 | -5 | -5 | -5 | 1 | 37
Cn1nnnc1SCc1cccc2ccccc12 | -0.2 | -2 | -0.1 | -3 | -10 | 5 | 6 | -36 | -7 | 0 | 3
C#CCNC(=O)C1=C[C@@H](c2cn(C(C)=O)c3ccccc23)C[C@@H](OCc2ccc(CO)cc2)O1 | -1.6 | 7 | 0.0 | -1 | -5 | 4 | -13 | 10 | 2 | 0 | -13
O=c1[nH]cnc2onc(-c3ccc(F)cc3)c12 | -0.3 | 1 | 0.2 | -7 | 1 | 11 | -3 | -14 | -1 | 0 | -5
O=C(O)c1cc(NN=C2CCN(Cc3ccccc3)CC2)ccc1Cl | 0.8 | -160 | 0.0 | 24 | -30 | 5 | -5 | -34 | -16 | 0 | -164
Cn1c(/C=N/NC(=O)c2ccccc2)nc2ccccc21 | 0.3 | -186 | -0.3 | 1 | -30 | -3 | -10 | -25 | x | -1 | -64
NC(=O)c1c(NC(=S)Nc2ccccc2)sc2c1CCCC2 | -0.8 | -88 | 0.2 | -2 | -13 | 3 | -5 | -18 | -2 | 7 | -84
CN1C[C@@H]2C(c3ccccc3)C3(c4ccc(C#N)cc4)CC2(C3)[C@H]1c1ccccc1 (some centres not stated) | 2.3 | 10 | -0.1 | -1 | 5 | -11 | -5 | 23 | -2 | -3 | 0
Cc1ccc2[nH]c(C(=O)N/N=C/c3ccccc3O)c(C)c2c1 | -0.4 | -204 | 0.1 | -8 | 6 | 7 | -4 | -120 | -29 | -1 | -16
Cc1ccc(-c2cnc(C(O)c3ccc(Cl)cc3C)[nH]2)cc1 (configuration not stated) | -0.1 | 14 | 0.2 | 11 | x | 10 | -9 | 17 | 17 | x | 2
C=CC[C@H](CC(=O)N[C@H](CO)Cc1ccccc1)C(=O)N[C@@H](COC(=O)[C@H](CC=C)CC(=O)OC(C)(C)C)Cc1c[nH]c2ccccc12 | -1.2 | 0 | 0.4 | 31 | 7 | 6 | -2 | -30 | -12 | x | 33
N#C/C(=C\c1ccc(Cl)cc1)c1nc2ccccc2o1 | -2.1 | -106 | 0.0 | -2 | -25 | 2 | -3 | 5 | 4 | -2 | -41
CC(C(=O)Nc1ccc2c(c1)OCO2)N(c1ccc(Cl)cc1)S(C)(=O)=O (configuration not stated) | 4.4 | 15 | 0.1 | -1 | 3 | 1 | -5 | 20 | 6 | 0 | 6
CCN(CC)N=Nc1cccc(NC(C)=O)c1 | -1.2 | -14 | -0.3 | -1 | -18 | -2 | -2 | -27 | -3 | 1 | -10
O=C(Cc1c(F)cccc1Cl)Nc1ccccn1 | 1.0 | -31 | -0.1 | -12 | -13 | -2 | -3 | -38 | -3 | x | -22
S=c1[nH]nc(-c2ccco2)n1Cc1ccccc1 | 1.1 | -1 | 0.2 | 0 | -9 | 3 | -3 | -15 | 12 | 2 | 4
COc1ccccc1N1CCN(C(=O)CCc2ccc(S(=O)(=O)NC(C)C)cc2)CC1 | 0.0 | 10 | -0.1 | -1 | 1 | -5 | -6 | 2 | 6 | -1 | 7
COc1cccc(C(C(=O)NC2CCCCC2)N(C(=O)c2ccco2)c2ccc(-n3cnnn3)c(C)c2)c1 (configuration not stated) | 0.7 | 4 | -0.1 | 1 | -1 | 6 | -4 | -28 | x | 5 | 3
N#CC1=C(N)C(C#N)(C#N)[C@H](c2ccncc2)[C@H]2CN(C(=O)OCc3ccccc3)CC=C12 | 0.5 | 9 | 0.0 | 0 | 13 | 4 | -7 | -6 | -1 | 1 | 12
CC(C)OC(=O)c1ccc(OC(=O)c2cccnc2)cc1 | -1.3 | -33 | -0.2 | -6 | 4 | -1 | x | -16 | 12 | -2 | -2
CC(C)(C)C1CCC(=NNC(=S)NCc2ccccc2)CC1 (configuration not stated) | -0.3 | 18 | 0.2 | -2 | 9 | 7 | -6 | -2 | -1 | -1 | 13
O=C(Nc1ccc2c(c1)OCCO2)c1[nH]c(C(F)(F)F)nc1-c1ccccc1 | 5.8 | 33 | -0.1 | 2 | x | x | -5 | 44 | -13 | x | 23
COc1cc(C(C)=O)ccc1COc1ccc(C(=O)OCC(N)=O)cc1OC | 0.6 | 11 | -0.3 | 0 | -1 | 9 | -5 | -4 | 0 | 1 | 8
CC(=O)c1cccc(NC(=S)NC(=O)Cc2ccc(Cl)cc2)c1 | -0.2 | -17 | 0.0 | 0 | 10 | -15 | -5 | -1 | -10 | 4 | 6
CCc1c(C)nc2cc(-c3cc(OC)cc(OC)c3)nn2c1N1CCCC1 | 3.7 | -23 | 0.2 | 4 | -3 | 4 | -7 | -9 | -5 | 6 | -8
O=c1cc(-c2ccccc2)nc(SCc2ccccc2F)[nH]1 | -0.8 | 5 | -0.3 | 2 | 1 | 1 | 0 | 5 | 11 | -5 | 10
O=C1NN(c2ccc(F)c(Cl)c2)C(=O)/C1=C\c1cccc(OC(=O)c2cccs2)c1 | -0.6 | 1 | -0.1 | 7 | 20 | -16 | x | -13 | 5 | 3 | 3
CCOC(=O)COc1ccc(S(=O)(=O)Nc2ccc(C)cc2)cc1 | 0.6 | 19 | 0.1 | 5 | 2 | -1 | -8 | 10 | 12 | 1 | 5
CC=Cc1cc2c(c(=O)o1)C(=O)C(O)C(C)O2 (configuration not stated) | -4.3 | 13 | 0.3 | -9 | 41 | -9 | -6 | -4 | -3 | x | 33
COC1(NC(=O)c2ccccc2)C(C)=CC(=O)C=C1C | -1.6 | 14 | 0.0 | 3 | 2 | -5 | -4 | -7 | 8 | 7 | 5
CCCOC(=O)c1cc(-c2ccc(C=O)o2)ccc1Cl | -0.8 | -152 | -0.2 | 9 | -21 | -7 | -16 | -77 | -2 | 0 | -159
CC(=O)Nc1ccc(NS(=O)(=O)c2ccc3c(c2)NC(=O)CC(=O)N3)cc1 | -0.4 | 0 | -0.2 | 1 | 1 | -2 | -6 | -22 | 18 | 0 | 4
Cc1cc(-n2c(C)cc(C(=O)CSc3nc(N)cc(=O)[nH]3)c2C)no1 | 0.5 | 8 | -0.2 | 2 | 17 | 1 | -7 | 6 | -9 | -1 | 12
CN1CCN(S(=O)(=O)c2cccc(C(=O)Oc3cccc(C#N)c3)c2)CC1 | -0.5 | 7 | 0.1 | -1 | 2 | 1 | -4 | -1 | -3 | 1 | -2
COC1=NS(=O)(=O)c2ccccc21 | 1.7 | 16 | 0.2 | -2 | 11 | -3 | -3 | 1 | 3 | -5 | -8

Shown in CSV form: 5 of the compounds above
smiles,hiPSC survival,HIF-2a block,aDG glyco up,Exocytosis inh,TRPM1 prom inh,PDI inh,CaV13 FRET inh,NR2E3 ag-1,Vif inh,NR2E3 ag-2,Peg3 promoter
CC=Cc1cc2c(c(=O)o1)C(=O)C(O)C(C)O2 (configuration not stated),-4.3,13,0.3,-9,41,-9,-6,-4,-3,x,33
COC1(NC(=O)c2ccccc2)C(C)=CC(=O)C=C1C,-1.6,14,0.0,3,2,-5,-4,-7,8,7,5
CCCOC(=O)c1cc(-c2ccc(C=O)o2)ccc1Cl,-0.8,-152,-0.2,9,-21,-7,-16,-77,-2,0,-159
CC(=O)Nc1ccc(NS(=O)(=O)c2ccc3c(c2)NC(=O)CC(=O)N3)cc1,-0.4,0,-0.2,1,1,-2,-6,-22,18,0,4
Cc1cc(-n2c(C)cc(C(=O)CSc3nc(N)cc(=O)[nH]3)c2C)no1,0.5,8,-0.2,2,17,1,-7,6,-9,-1,12

(list continues)
SMILES | hiPSC survival | HIF-2a block | aDG glyco up | Exocytosis inh | TRPM1 prom inh | PDI inh | CaV13 FRET inh | NR2E3 ag-1 | Vif inh | NR2E3 ag-2 | Peg3 promoter
[O-]/[N+](=C\c1ccncc1)c1ccc(Br)cc1 | -1.2 | -189 | 0.0 | 3 | -71 | 8 | x | -78 | -3 | 2 | -323
CN=c1nc(-c2ccccc2)n(-c2ccccc2)s1 | -0.2 | -59 | 0.1 | 15 | 3 | 3 | -6 | 2 | -5 | 6 | -14
N#Cc1c(NC(=O)c2ccc(Cn3cc(Br)cn3)o2)sc2c1CCCCC2 | 8.2 | -169 | 0.6 | 7 | -24 | 1 | x | -30 | -6 | 0 | -138
COc1cc(Nc2cc(C)nc3ncnn23)cc(OC)c1OC | 1.6 | -4 | -0.3 | -2 | 10 | x | -4 | -5 | -7 | 3 | -10
CN(C)CCN(C(=O)c1ccc2c(c1)OCCO2)c1nc2ccc(Cl)cc2s1 | -0.9 | -131 | -0.2 | 7 | -49 | 3 | -3 | -6 | 0 | 0 | -92
COC(=O)/C(=C/c1ccc(F)cc1)NC(C)=O | 0.9 | 11 | 0.0 | -4 | 9 | -17 | -5 | -1 | 0 | 2 | 16
Cc1cc(C)n2nc(C(=O)N(C)C(c3ccccc3)c3ccccc3)nc2n1 | 0.2 | 18 | -0.4 | 11 | 6 | -1 | -5 | -39 | 3 | 3 | 11
COc1cccc(/C=N/Nc2nc3ccccc3[nH]2)c1O | -0.5 | -273 | -0.1 | 2 | 22 | -1 | -7 | 25 | -2 | -1 | -147
COc1cccc(CNS(=O)(=O)c2c(C(=O)N3CCCCCC3)c(C)n(C)c2C)c1 | -0.6 | 13 | 0.7 | -8 | 3 | 3 | -3 | -31 | 1 | -1 | 1
O=C(CNC(=O)c1cc2c(n(-c3ccccc3)c1=O)CCCC2=O)c1ccccc1 | 0.2 | 10 | 0.1 | 6 | -13 | 4 | x | 8 | 1 | 2 | 24
NC(=O)c1cc(S(=O)(=O)N2CCOCC2)ccc1N1CCCC1 | -0.3 | 5 | 0.4 | -8 | 6 | -12 | -6 | 4 | x | 4 | 15
COc1ccc(/C=C/C(=O)Nc2nc(N)n(-c3ccccc3)n2)cc1 | -0.3 | 4 | -0.2 | -2 | 14 | 0 | -5 | -20 | -5 | 3 | 17
CC(=O)Oc1c(Cl)cc(Cl)cc1/C=C/c1ccc2ccccc2n1 | -0.8 | -262 | -0.3 | 6 | -46 | 10 | -11 | -59 | x | 3 | -139
Cc1cc(C)c(CN2CCN(C(=O)CC[C@H]3O[C@@H](n4ccc(=O)[nH]c4=O)[C@H](O)[C@@H]3O)CC2)c(C)c1 | 3.5 | 17 | -0.3 | -1 | x | x | -6 | 3 | 3 | x | -2
Nn1c(SCC(=O)Nc2ccc3c(c2)OCCO3)nnc1C(F)(F)F | 2.7 | 3 | 0.0 | 1 | 9 | -9 | x | -28 | 3 | -4 | 3
O=C(CN1CCCCC1)Nc1ccc(S(=O)(=O)N2CCCCCC2)cc1 | -1.9 | 14 | 0.0 | 2 | 7 | -1 | -7 | 7 | -1 | 2 | 5
COc1ccc(NC2=CC(c3ccc(OC)c(OC)c3)N(c3ccc(OC)cc3)C2=O)cc1 (configuration not stated) | -2.5 | 7 | -0.2 | 0 | 1 | 7 | -19 | -12 | 7 | -3 | 12
